Screening results: PubChem BioAssay, National Center for Advancing Translational Sciences (NCATS)
uPA surface inh: qHTS for Inhibitors of Cell Surface uPA Generation. cell surface uPA generation assay, qHTS. Potency, µM (titrated, usually from 38.3 µM), inactives show at the highest dose activity change, negative = inhibition, hits mostly inhibitors. 330,000 compounds, 0.31% hits. AID 540303, 2011; active = well fitted inhibition curve with a large enough effect; inconclusive = small, poorly fitted or top-dose-only effect; inactive = no such curve, though single readings can be large or run the other way; tested in mouse RAW 264.7 cells; note: % is set by controls: 0 for no effect and ±100 for the full control effect; nearly all actives have a fitted effect of over 55% in size
BRCA1 expr act: qHTS Assay to Identify Small Molecule Activators of BRCA1 Expression; 380,000 compounds, 1.1% hits; MCF7-BRCA1-FFLuc reporter, luminescence, 48 h; response scale: scaled: vehicle 0%, 10 µM genistein 100%; AID 624202, 2012; Potency, µM (doses to about 46.1 µM), inactives show top-dose activation, most hits filed as activators; note: nearly all actives have a fitted effect of over 80% in size; some results filed as inactive show a strong effect at the top dose
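First, MCF7-BRCA1-FFLuc cells (2000/well) attach for 2 h; next, compounds are pin-added and incubated 48 h at 37 °C; finally, luciferase reagent is added and luminescence read after 15 min.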
MBNL1 CUG block: qHTS Assay for Inhibitors of MBNL1-poly(CUG) RNA binding; Muscleblind-like protein 1 (Homo sapiens), Q9NR56; TR-FRET MBNL1-His/biotin-(CUG)12 binding, 665/545 ratio; 280,000 compounds, 0.036% hits; Potency, µM (top dose mostly 57.5 µM), without a hit: top-dose activity change, negative = inhibition, most hits filed as inhibitors; active = well fitted inhibition curve with a large enough effect in the signal ratio, with a control signal flat, not every such curve was filed as active; inconclusive = small, poorly fitted or top-dose-only effect, or effect the other way, or a change in a side signal; inactive = no such curve, though single readings can be large or run the other way; the % refers to the signal ratio; note: % is set by controls: 0 for no effect and ±100 for the full control effect
Target sequence (Q9NR56 whole entry, looked up): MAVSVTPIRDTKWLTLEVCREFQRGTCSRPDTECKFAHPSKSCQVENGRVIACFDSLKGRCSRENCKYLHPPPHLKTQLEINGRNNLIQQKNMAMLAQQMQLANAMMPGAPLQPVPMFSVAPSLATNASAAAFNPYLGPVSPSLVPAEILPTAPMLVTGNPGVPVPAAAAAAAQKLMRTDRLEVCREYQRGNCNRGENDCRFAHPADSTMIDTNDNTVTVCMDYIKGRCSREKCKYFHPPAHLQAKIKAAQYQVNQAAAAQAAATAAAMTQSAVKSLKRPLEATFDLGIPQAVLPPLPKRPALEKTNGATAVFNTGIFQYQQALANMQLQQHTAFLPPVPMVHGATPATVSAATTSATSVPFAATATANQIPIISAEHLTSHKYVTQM
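Inhibition of protein-RNA binding appears as loss of TR-FRET between terbium anti-His antibody on MBNL1-His and streptavidin-XL665 on biotin-(CUG)12. Activity is normalized to buffer-only and uninhibited-complex controls.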
FLuc counter: qHTS profiling assay for firefly luciferase inhibitor/activator using purifed enzyme and Km concentrations of substrates (counterscreen for miR-21 project); Luciferin 4-monooxygenase (Photinus pyralis), P08659; purified FLuc, Km substrates, luminescence inhibition; Potency, µM (highest dose often 57.5 µM), for inactives: top-dose activity change, negative = inhibition, usual class: inhibitors; 360,000 compounds, 6.9% hits;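 note: plate controls were vehicle for no effect and reference inhibitor for full effect; nearly all actives have a fitted effect of over 55% in size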
Target sequence (P08659 whole entry, looked up): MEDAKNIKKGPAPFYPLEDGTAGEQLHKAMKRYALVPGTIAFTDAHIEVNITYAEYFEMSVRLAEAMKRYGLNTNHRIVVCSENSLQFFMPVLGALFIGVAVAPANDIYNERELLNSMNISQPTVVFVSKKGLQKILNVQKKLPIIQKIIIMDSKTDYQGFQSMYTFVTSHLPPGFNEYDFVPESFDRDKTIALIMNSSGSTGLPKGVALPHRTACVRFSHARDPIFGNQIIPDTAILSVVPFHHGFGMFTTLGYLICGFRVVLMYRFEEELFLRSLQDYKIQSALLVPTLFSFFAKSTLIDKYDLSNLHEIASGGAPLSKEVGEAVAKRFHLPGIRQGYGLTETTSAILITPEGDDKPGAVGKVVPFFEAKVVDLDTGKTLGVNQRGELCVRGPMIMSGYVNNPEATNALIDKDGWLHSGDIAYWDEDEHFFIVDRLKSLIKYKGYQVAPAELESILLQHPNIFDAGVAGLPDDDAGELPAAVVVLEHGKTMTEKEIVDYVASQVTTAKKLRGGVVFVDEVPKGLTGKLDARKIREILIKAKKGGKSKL
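Biochemical qHTS of compounds, final roughly 60 µM downward over six points, against 10 nM purified firefly luciferase using Km concentrations of substrates (10 uM D-luciferin, 10 uM ATP) in Tris acetate pH 7.5 buffer; luminescence output.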
VP16 counter: VP16 counterscreen qHTS for inhibitors of ROR gamma transcriptional activity | Potency, µM (highest dose often 53.6 µM), for the others: at the highest dose activity, negative = inhibition, usual class: inhibitors | Drosophila S2 Gal4-VP16 UAS-luciferase, luminescence, 20 h | 310,000 compounds, 3.5% hits;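 note: Gal4-VP16 expression switched on by copper sulfate through the metallothionein promoter; % is set by controls: 0 for no effect and ±100 for the full control effect; nearly all actives have a fitted effect of over 50% in size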
ELG1 genotox: qHTS screen for small molecules that induce genotoxicity in human embryonic kidney (HEK293T) cells expressing luciferase-tagged ELG1; HEK293T ELG1-luciferase reporter, luminescence, 16 h; Potency, µM (highest dose often 46 µM), for inactives: at the highest dose activity change, positive = activation, hits mostly activators; AID 504466, 2011; 330,000 compounds, 1.3% hits; note: % of control where 0% means no effect; nearly all actives have a fitted effect of over 60% in size
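Quantitative HTS format in 1536-well plates. HEK293T ELG1-luciferase reporter cells receive test compound and are incubated 16 hr at 37 °C, 5% CO2; ONE-Glo added, 30 min room temperature, then luminescence read.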
p53 reactivator: qHTS assay for re-activators of p53 using a Luc reporter | H1299 p53-A138V BP100-luciferase reporter, luminescence, 24 h | Potency, µM (doses to about 92.2 µM), inactives show at the highest dose activity change, positive = activation, hits mostly activators | AID 504706, 2011 | 320,000 compounds, 0.063% hits; note: % of control where 0% means no effect; nearly all actives have a fitted effect of over 45% in size
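p53-null H1299 cells stably carrying temperature-sensitive p53-A138V and a BP100-luciferase reporter were pinned with compounds (4-point, 1:5 series) and held 24 hrs at 37 deg C. Luminescence was read 10 min after detection reagent.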
NPC1 prom act: qHTS Assay for NPC1 Promoter Activators; Huh7 NPC1 promoter luciferase reporter, 24 h; Potency, µM (top dose mostly 9.22 µM), inactives show at the highest dose activation, usual class: activators; 320,000 compounds, 2.4% hits; AID 485313, 2010;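 note: % of control where 0% means no effect; nearly all actives have a fitted effect of over 60% in size; reporter is driven by a mutant NPC1 promoter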
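Huh7 cells stably carrying NPC1 promoter–luciferase, plated in Opti-MEM with 10% FBS for 2 h, were exposed to compound in DMSO for 24 h at 37 °C; luciferase reagent was added for 10 min and luminescence read.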
Rab9 promoter act: qHTS Assay for Rab9 Promoter Activators. Huh7 Rab9 promoter-luciferase reporter, luminescence, 24 h. 320,000 compounds, 2.8% hits. Potency, µM (top dose mostly 9.22 µM), for inactives: at the highest dose activation, negative = inhibition, hits mostly activators. AID 485297, 2010; note: % of control where 0% means no effect; nearly all actives have a fitted effect of over 60% in size
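Huh7 cells stably carrying a Rab9 promoter-luciferase reporter, 1500 cells per well in OP-MEM I with 10% FBS, treated with compound 24 hours at 37C. Luciferase activity read by luminescence after 10 minutes with Amplite reagent.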
RORg inh: qHTS for inhibitors of ROR gamma transcriptional activity | Nuclear receptor ROR-gamma (Mus musculus), P51450 | Drosophila S2 Gal4-RORgamma UAS-luciferase reporter, 20 h | Potency, µM (titrated, usually from 53.6 µM), for inactives: at the top dose activity change, negative = inhibition, usual class: inhibitors | 310,000 compounds, 5.4% hits; note: % is set by controls: 0 for no effect and ±100 for the full control effect; nearly all actives have a fitted effect of over 60% in size
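Drosophila Schneider cells stably carrying a metallothionein-driven Gal4 DBD–ROR gamma fusion and a UAS-Photinus luciferase reporter were exposed to compound for 1 hr, then induced with copper sulfate (700 uM final) for 20 hr at ambient temperature before luminescence reading.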
* hit, by the source's call; ? = inconclusive; / = no result given; & = joins results of further samples; [ ] = remark or other dose. Unless noted, calls come from the whole dose curve; as a rule, active = well fitted curve in the direction sought with a large enough effect; inconclusive = small, poorly fitted or top-dose-only effect, or another doubt; inactive = no such curve, though single readings can be large; an effect the other way counts as inactive or inconclusive. Potency is the fitted concentration of half-maximal effect. Compounds as they come. About 13% of those tested had a hit in this group.

SMILES	uPA surface inh	BRCA1 expr act	MBNL1 CUG block	FLuc counter	VP16 counter	ELG1 genotox	p53 reactivator	NPC1 prom act	Rab9 promoter act	RORg inh
Cc1cccc(N2C(=O)Cc3ccccc3C2=O)c1	2%	23%	-12%	-1%	6%	0%	3%	-1%	2%	-5%
CC(C(=O)Nc1ccon1)N1C(=O)c2ccccc2S1(=O)=O (stereo unspecified)	-6%	7%	/	-1%	/	-4%	2%	-6%	2%	/
CCOc1ccc(NC(=S)N2CCC(N(C)CC3CCCO3)CC2)cc1 (stereo unspecified)	4%	-1%	/	8%	-19%	6%	10%	-2%	0%	-15%
Cc1ccc(-c2nnn(CC(=O)N(c3ccccc3)C(C(=O)NC3CCCC3)c3ccncc3)n2)o1 (stereo unspecified)	5%	-6%	-2%	4%	-2%	21%	5%	-3%	-1%	-7%
O=C(COC(=O)/C=C/c1cccc(Cl)c1)Nc1ccc(N2CCOCC2)cc1	2%	-26%	/	/	/	0%	1%	/	/	/
O=C(O)c1cc(NN=C2c3ccccc3-c3ccccc32)ccc1Cl	-1%	0%	20%	?	0%	1%	17%	-3%	0%	-6%
O=C(O)CC12CC3CC(C1)CC(n1ncc(NCc4ccc(F)cc4Cl)c(Cl)c1=O)(C3)C2	-1%	-9%	?	-4%	3%	0%	-2%	-1%	4%	-3%
Cc1ccc(-c2nc(C(=O)NCCCN3CCOCC3)cc3c2[nH]c2ccccc23)cc1	-28%	-16%	-12%	-2%	-11%	-6%	3%	1%	-11%	-2%
Cc1cc(C(=O)Nc2ccc(C(=O)O)cc2)c(-c2ccccc2)o1	-1%	-9%	-1%	-9%	-25%	-6%	-5%	0%	0%	-16%
CC(=O)Nc1ccc(S(=O)(=O)NCCC(=O)OCC(=O)c2ccc(F)c(F)c2)cc1	2%	12%	1%	4%	1%	0%	-4%	-2%	0%	-4%
O=S(=O)(c1ccc(OCC(O)CN2CCN(c3ccccc3)CC2)cc1)N1CCOCC1 (stereo unspecified)	1%	0%	13%	3%	4%[0.365 µM]	2%	-8%	2%	-2%	-9%
Cc1ccc(S(=O)(=O)CCN2CCC(O)(c3ccccc3)CC2)cc1	?	-9%	-4%	0%	7%	-5%	5%	-2%	1%	26%
O=C(NCCc1ccccc1)C1CCN(C2CCN(Cc3ccc(CO)o3)CC2)CC1	0%	0%	-14%	0%	-5%	1%	-3%	-7%	14%	-5%
Cc1ccc(NC(=O)CSCC#N)cc1Cl	-5%	-7%	14%	-18%	-2%	5%	5%	-1%	-2%	-2%
COc1cccc(C(=O)NCCS(=O)(=O)N2CCN(C(=O)c3ccco3)CC2)c1	1%	5%	/	0%	/	0%	3%	0%	-1%	/
Cc1c(/C=N/NC(=O)C2(O)c3ccccc3-c3ccccc32)cnn1C	0%	-8%	-23%	0%	-16%	-3%	4%	1%	-1%	-22%
COc1ccc(C(=O)Nc2ccc(NC(=O)C(C)C)nc2)cc1	-5%	-14%	2%	-12%	6%	2%	-7%	-3%	-6%	2%
C[C@@H](C(=O)CC(=O)OC(C)(C)C)[C@@H](O)c1c(F)cccc1Cl	11%	1%	-1%	0%	-17%&-22%	-3%	3%	-1%	-1%	24%&-7%
COc1cccc(C(=O)Nc2cccnc2)c1OC	3%	3%	-5%	-16%	-16%	2%	-4%	-2%	-3%	-12%
O=C1C2C3C=CC(C3)C2C(=O)N1/N=C/c1cc(Br)cc([N+](=O)[O-])c1O (stereo unspecified)	-5%	-63%	19%	19µM*	-5%	11%	?	-4%	-5%	?
O=c1cc[nH]c2cccc(Cc3ccccc3)c12	-3%	4%	-5%	-20%	-22%	-1%	1%	0%	0%	?
CC(=O)c1ccc(N=C2SCCCN2C(=O)C2CCCCC2)cc1	14%	27%	-8%	6%	-6%[10 µM]	9%	5%	1%	-1%	?
CCOc1ccc(CCNC(=O)CSCC(=O)Nc2cccc(C)c2)cc1OCC	0%	-5%	/	1%	/	-1%	4%	-4%	-6%	/
CCOc1ccc(-c2nn(-c3ccccc3)cc2/C=C(\C#N)S(=O)(=O)c2ccccc2)cc1C	-8%	5%	4%	1%	-3%	-1%	-3%	-2%	-2%	2%
O=C(CSc1nc2ccccc2c(=O)n1NC(=O)Cc1ccccc1)NCCc1ccccc1	4%	-1%	-4%	2%	3%	0%	0%	-3%	?	33%
CC(C)c1ccc(S(=O)(=O)N2CCC(C(=O)N3CCC3)CC2)cc1	-3%	-3%	/	4%	/	15%	-2%	0%	1%	/
O=S1(=O)CCOCCCN1Cc1ccc(Cl)cc1	7%	9%	0%	1%	0%	0%	8%	2%	-1%	-5%
CN(c1ccccc1)S(=O)(=O)c1ccc(Cl)c(C(=O)Nc2ccncc2)c1	?	-43%	/	/	/	-7%	6%	-8%	-7%	/
CC(C)OCCCNC(=O)Cc1ccc(Br)cc1	1%	13%	-1%	1%	12%	1%	8%	-1%	-5%	40%
CC(C)C1N=C2c3ccccc3N=C(SCC(=O)NCCc3ccc(S(N)(=O)=O)cc3)N2C1=O (stereo unspecified)	-1%	7%	-8%	0%	-8%	0%	12%	3%	2%	0%
Cc1ccc(S(=O)(=O)N(C)CC(=O)N2CCCCCCC2)cc1	4%	-1%	/	1%	/	2%	2%	-2%	0%	/
CC(C)COC(=O)N1C[C@H](O)C[C@H]1C(=O)Nc1ccc(Cl)cc1	-6%	2%	-1%	-3%	0%	-2%	-1%	-4%	-2%	2%
Cn1c2ccccc2c2nnc(SCC(N)=O)nc21	-2%	9%	?	-2%	4%	3%	0%	-1%	-2%[1.84 µM]	-2%
O=C(CSc1nnnn1C1CCCC1)Nc1ccc2c(c1)OCCO2	-5%	27%	2%	?	5%	9%	20%	1%	14%	41%[10 µM]
C[C@H](NS(=O)(=O)c1ccc(Cl)c(Cl)c1)C(=O)OCc1cc(=O)n2cc(Br)ccc2n1	12%	-39%	?	1%	-22%	-3%	-6%	1%	-2%	-6%
O=c1[nH]c(C2CCCN(S(=O)(=O)c3ccccc3)C2)nc2c1nnn2Cc1ccc2c(c1)OCCO2 (stereo unspecified)	6%	-31%	-1%	6%	1%	9%	2%	-6%	0%	43%
O=C(O)C1CSC(c2ccc(O)c([N+](=O)[O-])c2)N1 (stereo unspecified)	5%	0%	-5%	-1%	-2%	0%	8%	-3%	1%	-4%
CCCCCCCC#Cc1ccccc1/C=N/S(=O)c1ccc(C)cc1 (stereo unspecified)	?	0%	28%	?	-5%[10 µM]	11%	6%	-2%	2%	5%[10 µM]
Cc1cccc(NC(=O)Cn2nnc(C(=O)Nc3ccc(F)c(Cl)c3)c2N)c1	-1%	-10%	1%	-1%&-5%	2%	0%[9.26 µM]	-5%	-3%	-2%	-15%
CCc1cccc(NC(=S)N2CCC(c3ccccc3)C2)c1 (stereo unspecified)	-3%	113%	-4%	24µM*	10µM*	14%	22%	?	?	7.1µM*
O=C(CSc1nnc2ccccn12)NCCN1C(=O)CSC1=O	0%	2%	3%	1%	2%	0%	9%	-1%	-3%	-12%
COC(=O)C1=NN(C(C)(C)CC(C)=O)C2C(=O)N(C3CCCCC3)C(=O)C12 (stereo unspecified)	12%	7%	1%	1%	-6%	0%	-3%	-2%	-4%	25%
O=C1Nc2ccc([N+](=O)[O-])cc2OC1CCN1CCOCC1 (stereo unspecified)	1%	-6%	?	0%	-2%	0%	-2%	-3%	14%	0%
CC(=O)Nc1cccc(C(=O)OC(C)C(=O)NC2CCCc3ccccc32)c1 (stereo unspecified)	1%	-17%	-1%	6%	0%	-1%	1%	-1%	0%	-18%
COc1cc(/C=C2\SC(=S)N(C(C(=O)O)c3ccccc3)C2=O)ccc1O (stereo unspecified)	8%	1%	?	19µM*	-13%	0%	5%	1%	2%	5%
COCCN(C(=O)c1ccccc1Oc1ccccc1)c1c(N)n(CC(C)C)c(=O)[nH]c1=O	8%	-19%	/	0%	/	-3%	4%	0%	0%	/
Cc1cc(NC(=O)CSc2nc(Cc3ccc(O)cc3)c(C)[nH]2)no1	8%	5%	-8%	-8%	-11%	0%[9.26 µM]	6%	-5%	10%	2%
Cc1ccc(C(=O)NNC(=O)C2CCN(S(=O)(=O)c3ccc(C)cc3)CC2)cc1	-2%	-23%	0%	-19%	-15%	1%	1%	-2%	-3%	0%

Reprinted at random: 2 records from the list.
SMILES	uPA surface inh	BRCA1 expr act	MBNL1 CUG block	FLuc counter	VP16 counter	ELG1 genotox	p53 reactivator	NPC1 prom act	Rab9 promoter act	RORg inh
CC(C)COC(=O)N1C[C@H](O)C[C@H]1C(=O)Nc1ccc(Cl)cc1	-6%	2%	-1%	-3%	0%	-2%	-1%	-4%	-2%	2%
CC(C)c1ccc(S(=O)(=O)N2CCC(C(=O)N3CCC3)CC2)cc1	-3%	-3%	/	4%	/	15%	-2%	0%	1%	/
